PTHR1 ag = qHTS for PTHR1 Agonists: Primary Screen. Parathyroid hormone/parathyroid hormone-related peptide receptor (Homo sapiens), Q03431. HEK293 GP2 PTHR1 cells, GloSensor cAMP luminescence, 1 h. Potency, µM (doses to about 115 µM), for the others: top-dose activation, most hits filed as activators. hit rate 0.075% among 410,000. AID 743266, 2014; note: potency is the fitted concentration of half-maximal effect; nearly all actives have a fitted effect of over 55% in size; some results filed as inactive show a strong effect at the top dose; inactives centre near -15; many of its hits are not listed in these tables
Target sequence (Q03431 whole entry, looked up): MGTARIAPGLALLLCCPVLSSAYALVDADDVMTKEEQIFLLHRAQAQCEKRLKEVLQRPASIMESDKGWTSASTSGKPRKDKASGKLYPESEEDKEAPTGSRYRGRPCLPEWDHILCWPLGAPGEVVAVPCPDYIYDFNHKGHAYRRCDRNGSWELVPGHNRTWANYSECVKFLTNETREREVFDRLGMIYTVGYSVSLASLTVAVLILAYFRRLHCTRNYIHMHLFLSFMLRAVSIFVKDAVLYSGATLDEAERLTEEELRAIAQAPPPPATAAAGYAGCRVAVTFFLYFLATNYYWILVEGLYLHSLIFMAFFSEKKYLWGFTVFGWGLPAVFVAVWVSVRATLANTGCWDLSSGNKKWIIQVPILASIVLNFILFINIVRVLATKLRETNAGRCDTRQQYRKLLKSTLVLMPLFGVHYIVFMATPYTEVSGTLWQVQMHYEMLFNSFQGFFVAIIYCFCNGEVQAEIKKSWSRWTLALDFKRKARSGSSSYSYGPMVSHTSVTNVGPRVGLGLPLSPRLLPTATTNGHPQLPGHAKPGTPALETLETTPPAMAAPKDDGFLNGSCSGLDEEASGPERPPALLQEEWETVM
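HEK-293-derived GP2 cells expressing PTHR1 and a GloSensor cAMP reporter, 3,000/well, plated overnight, given luciferin plus IBMX (each 0.5 mM as added) for 1 h at 37 °C, then compound for 1 h at 37 °C. Luminescence was read after 15 min at room temperature.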
FUS suppressor = qHTS for Suppressors of FUS Proteinopathy: Primary screen using FUS-linked yeast assay; S. cerevisiae FUS-expressing, growth rescue, OD600, 24 h; Potency, µM (series often up to 76.6 µM), without a hit: at the highest dose growth rescue (activation), actives largely listed as activators; hit rate 0.24% among 390,000;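 note: potency is the fitted concentration of half-maximal effect; plate controls were DMSO vehicle for no effect and reference control for full effect; nearly all actives have a fitted effect of over 55% in size; some results filed as inactive show a strong effect at the top dose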
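Read-out: OD at 600 nm after 24hr at 30C, reporting rescue of FUS-induced yeast toxicity. Cells at OD 0.005 in galactose (2%) minimal medium; compounds tested in a dilution series; CP55940 titration from 92uM final as control.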
TDP43 rescue = qHTS of TDP-43 Inhibitors | TDP-43 expressing yeast growth rescue, BacTiter-Glo, 24 h | Potency, µM (top dose mostly 46.1 µM), inactives show at the top dose growth rescue (activation), usual class: activators | hit rate 1.8% among 410,000; note: potency is the fitted concentration of half-maximal effect; % of control where 0% means no effect; nearly all actives have a fitted effect of over 50% in size
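Growth rescue of TDP-43-toxic yeast measured as ATP luminescence (BacTiter-Glo). Cells grown to mid-log in raffinose, induced in galactose at OD600=0.02, exposed to compound 24 hr at 30 deg C.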
GLP1R cytotox = qHTS of GLP-1 Receptor Inverse Agonists: Cytotox Screen | Potency, µM (top dose mostly 38.3 µM), for the others: at the highest dose activity change, negative = inhibition, hits mostly inhibitors | HEK293 cAMP-luciferase reporter cells, luminescence, 24 h | hit rate 0.13% among 410,000 | AID 624418, 2012;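 note: loss of luciferase light is scored as toxicity; potency is the fitted concentration of half-maximal effect; % is set by controls: 0 for no effect and ±100 for the full control effect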
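Seeding density was 200 cells/uL; after overnight-length (12 h) culture, 23 nL compounds went on for 24 h at 37 °C. Readout used a luciferase detection reagent, luminescence taken after 12 min at room temperature.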
GLP-1R inv ag = qHTS of GLP-1 Receptor Inverse Agonists (Inhibition Mode) | AID 624417, 2012 | Glucagon-like peptide 1 receptor (Homo sapiens), P43220 | Potency, µM (titrated, usually from 38.3 µM), for the others: top-dose activity change, negative = inhibition, most hits filed as inhibitors | hit rate 1.6% among 410,000 | HEK293 GLP-1R CRE-luciferase, luminescence, 24 h; GLP-1R form is constitutively active; note: potency is the fitted concentration of half-maximal effect; % is set by controls: 0 for no effect and ±100 for the full control effect; nearly all actives have a fitted effect of over 55% in size
Target sequence (P43220 whole entry, looked up): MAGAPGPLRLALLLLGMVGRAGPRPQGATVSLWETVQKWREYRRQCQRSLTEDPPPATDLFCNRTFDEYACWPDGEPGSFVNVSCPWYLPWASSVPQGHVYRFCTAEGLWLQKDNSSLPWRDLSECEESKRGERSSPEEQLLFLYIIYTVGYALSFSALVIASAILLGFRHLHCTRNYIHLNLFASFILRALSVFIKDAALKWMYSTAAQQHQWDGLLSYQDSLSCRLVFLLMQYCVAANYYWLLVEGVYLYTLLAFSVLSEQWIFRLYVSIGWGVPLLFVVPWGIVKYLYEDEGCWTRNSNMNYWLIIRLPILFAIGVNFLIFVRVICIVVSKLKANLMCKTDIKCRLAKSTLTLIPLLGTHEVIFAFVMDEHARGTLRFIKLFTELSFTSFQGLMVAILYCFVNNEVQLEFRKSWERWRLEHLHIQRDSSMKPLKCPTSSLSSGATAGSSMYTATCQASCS
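HEK293 cells stably co-expressing a cAMP-responsive luciferase reporter and constitutively active GLP-1R were seeded, incubated 12 h, then exposed to compounds for 24 h at 37 C. Luminescence was read 12 min after detection reagent; inverse agonists lower signal.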
Akt phos inh = HTS Assay for Inhibitors of Akt Phophorylation: Primary Screen | activity change, % for hits at 50 µM | Neuro2A IGF-stimulated pAkt S473 HTRF, 20 min; active compounds read low | AID 651550, 2012 | hit rate 0.32% among 360,000; in the data active = activity change below about -80%; inconclusive = mostly about -51% to -80%; note: % is set by controls: 0 for no effect and ±100 for the full control effect
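Single-point screen (50 µM final compound) in Neuro2A cells stimulated 20 min with 6 nM IGF at 37 deg C. After lysis, Ser473-phosphorylated Akt read by HTRF (ex 330 nm, em 615/665 nm) as the 665/615 ratio.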
Abeta rescue = qHTS for compounds that reverse cellular toxicity of Amyloid beta (A-beta) peptide in yeast: Primary Screen | yeast expressing A-beta42, growth rescue, OD600, 48 h; response scale: 0% DMSO, 100% iron-clioquinol control | Potency, µM (doses to about 46.1 µM), for the others: top-dose growth rescue, actives largely listed as activators | hit rate 0.063% among 410,000; note: potency is the fitted concentration of half-maximal effect; nearly all actives have a fitted effect of over 55% in size
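Yeast A-beta toxicity model in growth medium with pinned compounds, 48 h at 30 C; growth read as absorbance at 600 nm. Normalized to FeCl3/clioquinol equimolar mix (positive) and DMSO (negative).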
MmCpn inh = Inhibitors of TCP-1 ring complex (TRiC) of Methanococcus maripaludis (MmCpn): qHTS. Chaperonin Mm-Cpn (Methanococcus maripaludis). purified Mm-Cpn ATPase, ADP Transcreener TR-FRET. Potency, µM (highest dose often 76.9 µM), for the others: at the top dose activity, negative = inhibition, hits mostly inhibitors. hit rate 0.031% among 330,000; note: potency is the fitted concentration of half-maximal effect; % is set by controls: 0 for no effect and ±100 for the full control effect; nearly all actives have a fitted effect of over 80% in size
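Measured: ADP formation by purified Mm-CPN. Conditions: 25 nM protein, 10 uM ATP, Tris pH 7.4 with Mg2+, K+ and DTT, 37°C for 30 min. Detection: Transcreener HTRF after 30 min at room temperature.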
aSyn yeast inh = qHTS of alpha-syn Inhibitors; Yeast expressing alpha-synuclein, growth rescue, BacTiter-Glo, 24 h; Potency, µM (doses to about 46.1 µM), for inactives: top-dose growth rescue (activation), most hits filed as activators; hit rate 0.14% among 370,000; AID 652106, 2013; note: potency is the fitted concentration of half-maximal effect; % of control where 0% means no effect; nearly all actives have a fitted effect of over 65% in size
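Readout is rescue of growth in alpha-synuclein-expressing yeast, so inhibitors of toxicity appear as activators. Growth after 24 hr at 30 deg C in galactose medium is quantified by luminescence.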
Starred values were filed as active, the others as inactive; i = inactive; ? = inconclusive; nt = not tested or not shown; [ ] = dose if it differs, or a comment. Unless noted, calls come from the whole dose curve; as a rule, active = well fitted curve in the direction sought with a large enough effect; inconclusive = small, poorly fitted or top-dose-only effect, or another doubt; inactive = no such curve, though single readings can be large; an effect the other way counts as inactive or inconclusive.

SMILES | PTHR1 ag | FUS suppressor | TDP43 rescue | GLP1R cytotox | GLP-1R inv ag | Akt phos inh | Abeta rescue | MmCpn inh | aSyn yeast inh
Cc1nnc(SCC(=O)N(CC(C)C)C2CCS(=O)(=O)C2)s1 (stereo unspecified) | i | nt | 0% | -5% | 2% | i | 2% | 1% | 7%
Cn1ncc(Br)c1C(=O)NC1C2CC3CC(C2)CC1C3 (stereo unspecified) | i | 6% | 19% | 14% | ? | i | -39%[inhibitor] | -2% | 13%
Cn1nc(C(=O)Nc2ccc(S(=O)(=O)N3CCCCC3)cc2)c2ccccc2c1=O | -3% | 2% | ? | 13% | -24% | i | -6% | -4% | 1%
CCCCOCCCNC(=O)N[C@H](C(=O)OC)C(C)C | 10%[57.5 µM] | 5% | -10% | -6% | 11% | i | -19% | 0% | -2%
Cc1c(C)c2ccc(OCC(=O)N3CCN(c4ccc(F)cc4)CC3)c(C)c2oc1=O | -6% | -7% | -10% | -9% | -14% | i | 13% | 1% | -4%
O=[N+]([O-])c1ccc(N2CCCCC2)cc1N1CCOCC1 | i | 1% | 5% | -27% | 26% | i | -7% | 2% | 2%
CCOC(=O)Cc1cc(=O)n2[nH]c(C)c(-c3ccc(OC)cc3)c2n1 | i | ? | -2% | 18% | 0% | i | -3% | -6% | -1%
COc1ccc(CCNC(=O)CCc2c(C)nc3c(c(C)nn3-c3ccc(C)cc3)c2C)c(OC)c1 | ? | -17% | -5% | 3% | 10% | nt | -11% | nt | nt
CC(C)NC(=O)C1(C)CSCC(=O)N1Cc1cccc(F)c1 (stereo unspecified) | -2% | -1% | 4% | 2% | 1% | i | -2% | nt | 0%
NSc1nc(N)c2nc(-c3ccccc3)c(-c3ccccc3)nc2n1 | -10% | 36% | -15% | 22% | 39%[activator] | i | -18% | -1% | -1%
N#Cc1ccc(OCC(=O)OCC(=O)Nc2sccc2C(N)=O)cc1 | -8% | -7% | 6% | 0% | 6% | i | 0% | -1% | 6%[1.84 µM]
COC(=O)c1c(NC(=O)c2ccoc2C)sc(C)c1C | i | -14% | -12% | -7% | 2% | i | -21% | 2% | 0%
COc1ccc(SC[C@H](C)CN2CC[C@H](C)CCC2=O)cc1 | -42%[inhibitor] | 27% | 17% | 8% | ? | i | -25% | 0% | 7%
CCc1ccc(N2CC(C(=O)Nc3ccc(S(=O)(=O)NCC4CCCO4)cc3)CC2=O)cc1 (stereo unspecified) | 0% | 47% | -9% | 4% | -30% | i | 8% | -2% | -2%
COc1cc(CN2CCN(c3cccc(C)c3C)CC2)cc(Br)c1O | -36%[inhibitor] | 19% | 3% | -10% | -15% | i | 12% | -2% | -17%
Cc1ccc(C(c2ccc(C)c(C)c2)C(O)C2OC(=O)C(O)C2O)cc1C (stereo unspecified) | i | nt | 18% | -9% | 15% | i | 18% | nt | 4%
COc1ccccc1N1C(=O)c2ccc(C(=O)Nc3ccc(C(=O)O)cc3)cc2C1=O | i | 6% | 3% | 6% | 32%[activator] | i | -7% | -3% | -5%
COC(=O)CNC(=O)Cn1nc(C)c([N+](=O)[O-])c1C | i | 13% | 1% | -6% | 14% | i | -4% | 0% | 1%
CC(=O)N1CCN(C(=O)CCNS(=O)(=O)c2ccc(Br)cc2)CC1 | i | -1% | 11% | 2% | 5% | i | -12% | -2% | -3%
COc1cc(/C=N/NC(=O)c2ccncc2)cc(OC)c1OC | i | 17% | -2% | 10% | 32%[activator] | i | -9% | -2% | 2%

Compound profiles, from the list above. Screens in order: PTHR1 ag, FUS suppressor, TDP43 rescue, GLP1R cytotox, GLP-1R inv ag, Akt phos inh, Abeta rescue, MmCpn inh, aSyn yeast inh
Record of COC(=O)c1c(NC(=O)c2ccoc2C)sc(C)c1C = i, -14%, -12%, -7%, 2%, i, -21%, 2%, 0%
Record of COc1cc(CN2CCN(c3cccc(C)c3C)CC2)cc(Br)c1O = -36%[inhibitor], 19%, 3%, -10%, -15%, i, 12%, -2%, -17%

(further entries)
SMILES | PTHR1 ag | FUS suppressor | TDP43 rescue | GLP1R cytotox | GLP-1R inv ag | Akt phos inh | Abeta rescue | MmCpn inh | aSyn yeast inh
CC(=O)Nc1ccc(S(=O)(=O)NCC2CCC(C(=O)NCCC3=CCCCC3)CC2)cc1 (stereo unspecified) | i | 6% | 0% | -49% | 2% | i | 5% | 2% | 8%
C/C(=N\NC(=O)c1cc(-c2cccc([N+](=O)[O-])c2)n[nH]1)c1ccc(F)cc1 | i | 14% | 1% | -6% | 38%[activator] | i | -5% | 2% | 0%
Cc1ccc(Cl)cc1Nc1nc2ccccc2c2nncn12 | ? | -6% | ? | 4% | 16% | nt | 9% | nt | nt
CCc1ccc(NC(=O)Cn2c(=O)n(CCC(=O)NCCc3ccc(OC)c(OC)c3)c(=O)c3ccccc32)cc1 | 0% | 4% | 13% | 4% | 2% | nt | -4% | nt | nt
COc1ccc(Nc2ccc3cc(S(=O)(=O)N4CCCC4)ccc3n2)cc1Cl | -10% | -4% | 0% | 3% | ? | nt | 0% | nt | nt
O=C(O)CCC(=O)N1CCc2cc(S(=O)(=O)N(CCc3ccccc3)Cc3ccccc3)ccc21 | i | 17% | 6% | 9% | 32%[activator] | i | 4% | 1% | -56%[inhibitor]
Cc1ccc(S(=O)(=O)N2CCOCC2)cc1NC(=O)COC(=O)c1ccco1 | -1% | -17% | -3% | -7% | -14% | i | -5% | nt | -6%
Cc1ccccc1S(=O)(=O)Nc1nc2ccccc2nc1Cl | i | 6% | 10µM* | -6% | -20% | i | 11% | -3% | -10%
CC1=C(C(=O)Nc2ccccc2)C(c2ccncc2)n2nc(SCc3ccccc3)nc2N1 (stereo unspecified) | -8% | -5% | -2% | -12% | -24% | nt | -12% | nt | nt
CSCCC(NC(=O)c1ccccc1Cl)C(=O)OCC(=O)N1CCCC1=O (stereo unspecified) | -24% | 2% | -4% | -4% | -2% | i | 7% | 2% | 0%
CCCOc1ccc(C2C(=O)N(C3CCCCC3)CC(=O)N2CCCOCC)cc1OC (stereo unspecified) | i | 30% | 0% | -4% | 12% | i | -7% | 2% | -10%
COCCCN(C(=O)Cc1coc2cc(C)c(C)cc12)c1c(N)n(Cc2ccccc2)c(=O)[nH]c1=O | -11% | 14% | -24% | -14% | 2% | i | 0% | 4% | 3%
CCOC(=O)CSc1nnc(CCCCCN2C(=O)c3cccc4cccc(c34)C2=O)o1 | i | 9% | 3% | -11% | 14% | i | -6% | 0% | -1%
CC(=O)NC(=S)Nc1ccccc1C(=O)Nc1ccccc1 | -38%[inhibitor] | -4% | 1% | -5% | 13% | i | -6% | -10% | -1%
O=C(CNC(=S)N(Cc1ccccc1)Cc1cccnc1)NCCc1ccccc1 | -26% | 18% | 13% | -1% | 4% | i | 2% | 0% | -1%
COc1ccc(N(CC(=O)N2c3ccccc3CC2C)S(=O)(=O)c2c(C)noc2C)cc1 (stereo unspecified) | i | ? | 2% | 4% | 0% | i | 25% | 0% | 3%
Cc1cc(C)cc(C(=O)N2CCN(Cc3ccc4c(c3)OCO4)CC2)c1 | -22% | 8% | 13% | 0% | ? | i | 19% | 1% | 0%
COc1ccc(OCC(=O)Nc2cc(-c3nn(C)c(=O)c4ccccc34)ccc2N2CCOCC2)cc1 | -8% | -15% | 15% | 6% | 12% | i | -2% | 0% | -5%
CC(C)(C)NC(=O)NC(=O)CN1CCN(S(=O)(=O)/C=C/c2ccccc2)CC1 | -7% | -5% | 33% | -1% | -35% | i | 0% | 1% | -6%
COC(=O)Cn1c(SCCOc2ccccc2OC)nc2ccccc21 | i | 17% | 13% | 2% | 23% | nt | -13% | nt | nt
COc1cc(C(C)=O)ccc1Oc1ncnc2c1cnn2-c1ccc(C)c(C)c1 | -36%[inhibitor] | nt | 13% | -13% | -19% | i | 8% | 3% | 0%
Cn1c(N)c(S(=O)(=O)N2CCN(C(=O)c3ccco3)CC2)c(=O)n(C)c1=O | -5% | 5% | -11% | -7% | 14% | i | 14% | -5% | -3%
Cc1ccc(-c2cc(C(=O)Nc3cc(C)ccc3C)[nH]n2)c(O)c1 | i | -3% | 12% | -10% | 0% | i | 12% | 1% | -1%
CC(C)N1CC(C(=O)Nc2ccc(Br)c(Cl)c2)CC1=O (stereo unspecified) | -5%[57.5 µM] | 11% | 9% | -5% | -23% | i | 4% | 1% | -5%
Cc1ccc(C(=O)CSc2nc3ccccc3c(=O)n2N)o1 | -20% | 25% | -9% | 5% | -5% | i | -9% | -4% | 0%
CN1CCN(c2nc3c(c(=O)n(C)c(=O)n3C)n2Cc2cccc(Br)c2)CC1 | 28% | -19% | -7% | 6% | 7% | i | 4% | 0% | 0%
COc1ccccc1C1c2c(-c3ccc(Cl)cc3)n[nH]c2C(=O)N1c1ccc(C)cc1 (stereo unspecified) | -7% | ? | 19% | -7% | ? | nt | -3% | nt | nt
CCCn1nc(C(=O)NNC(=O)c2ccc(OC(F)F)cc2)c2ccccc2c1=O | i | 5% | -16% | -23% | 7% | i | -1% | -2% | 1%
O=C(CSc1nnnn1Cc1ccccc1)Nc1ccc2c(c1)OCO2 | -15% | 26% | 5% | 10% | 17% | i | -27% | -1% | -2%

Assay outcomes from PubChem BioAssay.

An excerpt, so the mix of outcomes need not match the whole.
